Bioassay records deposited in PubChem by several laboratories.
INS promoter inh: inhibitors of insulin promoter-driven GFP, primary screen, imaging, TRM-6 cells (human fetal islet line), eGFP reporter, cell count; reporter expression induced with tamoxifen; inhibition, % at 2 µM; 130,000 tested, 0.9% active; AID 1273, 2008;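 active = inhibition above the mean plus 3 SD, with well images judged a real hit on visual review, cut at about 60% in these data, passing the limit was not always enough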
SDO1 yeast rescue: growth rescue of sdo1-depleted yeast, primary screen, S. cerevisiae, bone marrow failure model. S. cerevisiae sdo1-depleted JHY4D growth rescue, OD600 30 h; active compounds read high; pdr5 snq2 efflux-pump mutant strain. z-score at 10 µM. 140,000 tested, 0.21% active. AID 817, 2007;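 active = z-score above 3 at both the 24 hr and the 30 hr optical density reads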;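 note: z-score against mean and SD of all compound wells on the same plate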
SDO1 yeast rescue Rescue 24 h: also measured in SDO1 yeast rescue; calls as there; z-score; S. cerevisiae sdo1-depleted JHY4D growth rescue, OD600; measured here: growth rescue at 24 h;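 0 is the plate mean of compound wells and units are plate SD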
* hit, by the source's call; nt = no result given. This is a subset; the hit share may differ from the screen's.

SMILES	INS promoter inh	SDO1 yeast rescue	SDO1 yeast rescue Rescue 24 h
COc1cc(C(=O)NCCc2cn3ccccc3n2)cc(OC)c1OC	nt	-0.03	0.04
Cn1ncc([N+](=O)[O-])c1C(=O)Nc1ccn(Cc2ccccc2F)n1	-13	-0.24	-0.53
CCn1c(=O)c(=O)[nH]c2cc(C(=O)NC3CC3)ccc21	-17	1.3	1.1
CCOC(=O)CNC(=O)CSc1nc2cccnc2n1CC	66	-0.15	-0.49
Fc1cccc(NC(=S)NCCN2CCOCC2)c1	-21	1.2	1.2
COc1ccc(NC(=O)CN2CCC(n3c(C)nc4cc(F)ccc43)CC2)c(OC)c1	nt	-0.2	0.61
COC(=O)CC1SCCNC1=O (stereo unspecified)	-36	1.5	1.7
COc1cc(C(=O)Nc2nccs2)ccc1OCc1c(C)noc1C	34	0.95	1.5
CCCn1c(SCC(N)=O)nnc1C(C)C	17	0.44	-0.45
COc1cc(OC)nc(S(C)(=O)=O)n1	27	3.9*	4.3*
C/C(=N\Nc1cc(C)nc(-c2ccccc2O)n1)c1ccccc1	-6	nt	nt
Cc1nn(-c2ccccc2)c(C)c1/C=C1\C(=O)N(C)C(=S)N1C	8	nt	nt
CCc1ccc(N(CC(=O)Nc2ccc(OC)cc2OC)S(C)(=O)=O)cc1	nt	-0.52	-0.5
C=CCc1cccc(OC)c1OCCOCCNCCO	43	0.87	0.53
Cc1ccccc1NC(=O)c1c(-c2ccccc2)noc1C	nt	0.4	0.46
CCCCC(=O)Nc1ccc(NC(=O)c2ccc(C)c([N+](=O)[O-])c2)cc1OC	-8	-0.53	-0.4
Cc1sc2nc(SCC(=O)NCc3ccco3)n(CCc3ccccc3)c(=O)c2c1C	6	-0.67	1
COc1ccc(C(C)=O)cc1CN1C(=O)NC2(CCCCC2)C1=O	39	1.4	2.6
COc1cccc(OC)c1C(=O)Nc1ccc(C)cc1C(=O)c1ccccc1	nt	-0.92	-1.3
COc1ccc(N2CCN(C(=O)CN3C(=O)c4ccccc4S3(=O)=O)CC2)cc1	0	-0.79	-1.1
Cc1ccc(NC(=O)c2cc([N+](=O)[O-])ccc2NCc2cccnc2)cc1	-31	-1.3	-1.2
COc1cc(/C=N/N=C2/NC(=O)C(c3ccccc3)S2)ccc1O (stereo unspecified)	14	0.57	1.7
FC(F)(F)c1cccc(CON=C2CCN(c3ncc(C(F)(F)F)cc3Cl)CC2)c1	-13	0.41	0.42
O=C(c1cc2ccccc2oc1=O)N1CCN(Cc2ccc3c(c2)OCO3)CC1	nt	-0.47	-0.72
Fc1cccc(F)c1-n1c(CN2CCOCC2)csc1=S	-27	nt	nt

Part of the list above, with bars between the fields.
canonical_smiles | INS promoter inh | SDO1 yeast rescue | SDO1 yeast rescue Rescue 24 h
COc1cc(C(=O)NCCc2cn3ccccc3n2)cc(OC)c1OC | nt | -0.03 | 0.04
Cn1ncc([N+](=O)[O-])c1C(=O)Nc1ccn(Cc2ccccc2F)n1 | -13 | -0.24 | -0.53
CCn1c(=O)c(=O)[nH]c2cc(C(=O)NC3CC3)ccc21 | -17 | 1.3 | 1.1
CCOC(=O)CNC(=O)CSc1nc2cccnc2n1CC | 66 | -0.15 | -0.49
Fc1cccc(NC(=S)NCCN2CCOCC2)c1 | -21 | 1.2 | 1.2
COc1ccc(NC(=O)CN2CCC(n3c(C)nc4cc(F)ccc43)CC2)c(OC)c1 | nt | -0.2 | 0.61
COC(=O)CC1SCCNC1=O (stereo unspecified) | -36 | 1.5 | 1.7
COc1cc(C(=O)Nc2nccs2)ccc1OCc1c(C)noc1C | 34 | 0.95 | 1.5
CCCn1c(SCC(N)=O)nnc1C(C)C | 17 | 0.44 | -0.45
COc1cc(OC)nc(S(C)(=O)=O)n1 | 27 | 3.9* | 4.3*
C/C(=N\Nc1cc(C)nc(-c2ccccc2O)n1)c1ccccc1 | -6 | nt | nt
Cc1nn(-c2ccccc2)c(C)c1/C=C1\C(=O)N(C)C(=S)N1C | 8 | nt | nt
CCc1ccc(N(CC(=O)Nc2ccc(OC)cc2OC)S(C)(=O)=O)cc1 | nt | -0.52 | -0.5
C=CCc1cccc(OC)c1OCCOCCNCCO | 43 | 0.87 | 0.53
Cc1ccccc1NC(=O)c1c(-c2ccccc2)noc1C | nt | 0.4 | 0.46
CCCCC(=O)Nc1ccc(NC(=O)c2ccc(C)c([N+](=O)[O-])c2)cc1OC | -8 | -0.53 | -0.4
Cc1sc2nc(SCC(=O)NCc3ccco3)n(CCc3ccccc3)c(=O)c2c1C | 6 | -0.67 | 1

Further results
SMILES	INS promoter inh	SDO1 yeast rescue	SDO1 yeast rescue Rescue 24 h
CC1CCN(S(=O)(=O)c2ccc3c(c2)oc(=O)n3CC(=O)N2c3ccccc3CC2C)CC1 (stereo unspecified)	nt	-1	-1.2
COc1c(N2CCN(C(=S)Nc3ccccc3)C(C)C2)c(F)cc2c(=O)c(C(=O)O)cn(C3CC3)c12 (stereo unspecified)	-7	0.27	-0.74
COc1ccc(-c2cc(C(F)(F)F)n3ncc(C(=O)NCc4ccco4)c3n2)cc1	43	-0.34	0.49
CC1=CC(=O)N(c2ccc(C)cc2)C1c1ccc(Cl)cc1 (stereo unspecified)	-4	-0.25	-0.09
O=C(NC1(C(F)(F)F)NC(=O)N(Cc2ccco2)C1=O)c1cccs1 (stereo unspecified)	-29	0.21	0.07
Cc1ccc(-c2cc(C(=O)NCCc3ccccn3)c3ccccc3n2)c(C)c1	nt	-0.72	-0.56
Cc1ccc(NC(=O)Cc2ccc(F)cc2)cc1	20	0.05	0.46
O=C(Nc1ccc(Cl)cc1)OC(CN1CCCCC1)C(F)(F)F (stereo unspecified)	-30	1.5	0.97
COCCCN=C1NN=C(c2cc(C)n(Cc3ccccc3Cl)c2C)CS1	-45	nt	nt
O=C(CSCc1ccc(Cl)cc1)N/N=C/c1ccc(Cl)cc1Cl	nt	-1	-0.37
Cc1cc(NC(=O)CSc2nnc(C3CC3)n2C)no1	44	0.13	-0.29
CS(=O)(=O)N1CCC(C(=O)NCC2CCCO2)CC1 (stereo unspecified)	5	-0.29	-0.34
CC(=O)c1ccc(NC(=O)C2(c3ccccc3)CCOCC2)cc1	-74	0.62	-0.16
N#CC1=C2SCN(Cc3ccccc3)CN2C(=O)CC1c1cccs1 (stereo unspecified)	nt	0.65	0.36
COc1ccc(C(=O)C2CCN(C(=O)c3ccco3)CC2)cc1	0	-0.2	-0.39
C=CCn1c(SCC(=O)N2CCCCC2)nc(O)cc1=O	28	-0.36	-1.6
Cc1ccc(N=Cc2sc(O)c3ccccc23)c(C)c1	4	-0.01	0.09
CC(=NCC1CCCO1)C1=C(O)CC(C)(C)CC1=O (stereo unspecified)	20	0.25	-0.45
CCCN(CCC)S(=O)(=O)c1ccc(C(=O)N2CCCc3ccccc32)cc1	10	-0.06	0.39
CCC(C(=O)OCC(=O)Nc1cccc(OC)c1)c1ccccc1 (stereo unspecified)	73*	nt	nt
Cc1nc2cc(NC(=O)NCc3ccco3)ccc2o1	-5	0.56	0.35
CCc1cc(C(=O)Cc2cnn(-c3ccccc3)c2)c(O)cc1O	nt	-1.5	-1.5
Cc1cccc(C(=O)Nc2nnc(-c3cccnc3)o2)c1	64	nt	nt
O=C(CCc1ccc(Oc2cc([N+](=O)[O-])cc([N+](=O)[O-])c2)cc1)N1CCCCC1	nt	-1.7	-1.5
COC(=O)c1ccc(NC(=O)CNCc2ccncc2)cc1	11	0.53	0.3

Further results follow.
SMILES	INS promoter inh	SDO1 yeast rescue	SDO1 yeast rescue Rescue 24 h
O=C(C1CCCN(S(=O)(=O)c2cccc3nsnc23)C1)N1CCc2ccccc2C1 (stereo unspecified)	nt	-0.79	-0.69
Cc1[nH]n(-c2nc(-c3ccccc3F)cc(=O)[nH]2)c(=O)c1CCO	-25	nt	nt
Cc1ccc2c(c1)C(=O)C(=O)N2CCCOc1ccccc1	-33	nt	nt
COc1cccc(NC(=O)Nc2nnc(-c3ccccc3SCc3ccccc3)s2)c1	-7	-0.8	0.61
O=C(c1nc2nc(-c3ccccc3)cc(C(F)(F)F)n2n1)N1CCOCC1	-21	1.2	2.4
COc1cc2[nH]cc(C(=O)NCc3cccs3)c(=O)c2cc1OC	33	nt	nt
Cc1ccc(/C=C/C(=O)NCc2cccs2)cc1	-76	0.17	0.21
CCSc1nnc(NC(=O)C2CCN(S(=O)(=O)c3cc(C(F)(F)F)ccc3Cl)CC2)s1	-50	-0.31	-0.27
Cc1nn(CCc2nn[nH]n2)c2nc(-c3ccc(Br)cc3)cc(C(F)(F)F)c12	-25	nt	nt
CC(=O)c1ccc(-c2ccc(C(=O)N3CCCc4ccccc43)o2)cc1	-18	nt	nt
COc1cccc(CNC(=O)C2CCN(S(=O)(=O)c3c(C)nn(C)c3C)CC2)c1	nt	1.1	1.2
O=c1[nH]c(N2CCOCC2)nc2ncn(Cc3ccccc3)c12	56	1.9	2.1
CCO/C=C1\C(=O)N(c2ccccc2)C(=O)c2ccccc21	-48	-0.36	-0.6
O=C(CC1CCCC1)OCn1nnc2ccccc2c1=O	23	0.61	1.4
O=C(CC1C(=O)NCCN1Cc1ccccc1C(F)(F)F)NCCc1ccccn1 (stereo unspecified)	5	nt	nt
COc1cc(NS(=O)(=O)c2ccc(Nc3nc(-c4ccccc4)cs3)cc2)nc(OC)n1	3	-1.1	-0.43
C=CCNc1nc(NCCN2CCOCC2)nc(OC)n1	31	0.37	-0.74
CCOC(=O)c1ccc2c(c1)n(CC)c(/C=C/Nc1ccccc1)[n+]2CC	20	-0.47	-0.22
COC(=O)c1ccccc1NC(=O)CS(=O)(=O)Cc1nc(-c2ccc(C)cc2)oc1C	nt	-0.73	-0.53
CC(C)(C)SCCNC(=O)c1ccc(NS(C)(=O)=O)cc1	-46	0.15	0.77
COc1ccc(CNC(=O)c2cc(-n3cnnc3)ccc2Cl)cc1	59	1.1	1.3
CCOC(=O)c1oc2ccc(CNC3CCCCC3)c(Cl)c2c1C	31	-0.49	-0.01
COc1cc(SC)ccc1C(=O)NCc1ccccc1	6	-0.16	-0.52
CC1(C)NC(=O)N(CC(=O)Nc2cc(S(=O)(=O)N3CCOCC3)ccc2N2CCOCC2)C1=O	-100	nt	nt
CN1/C(=C\C=N\NC(=O)c2cccnc2)C(C)(C)c2ccccc21	-29	nt	nt

(listing goes on)
SMILES	INS promoter inh	SDO1 yeast rescue	SDO1 yeast rescue Rescue 24 h
CC(=O)c1cccc(NC(=O)Nc2cnn(Cc3ccc(Cl)cc3Cl)c2)c1	-34	-0.99	-1
CSc1nnc(-c2nnc(SC)n2-c2ccccc2)n1-c1ccccc1	29	0.78	1.2
CC(C)CCn1cnc2c1c(=O)n(C)c(=O)n2C	52	0.68	0.51
COC(=O)Nc1sc(C(=O)N(C)C)c(C)c1C(=O)OC	-5	0.52	0.77
Cc1ccccc1-c1ccc(Nc2ccc(C(=O)N3CCOCC3)cc2)nn1	nt	0.27	0.07
CC(O)CN1C(=O)C(CC(=O)Nc2ccc(Cl)cc2)SC1=Nc1ccccc1 (stereo unspecified)	-34	-0.24	0.64
CNc1sc(C(=O)c2ccccc2F)c(N)c1-c1nc2ccccc2s1	-31	-1.8	-1.5
CC(C)OC(=O)/C(=C/c1cccnc1)NC(=O)c1ccccc1	41	0.71	0.21
CSCCc1nc(SCC(=O)Nc2nnc(C)s2)[nH]c1C	-40	0.71	0.32
O=C(N1CCOCC1)N1CCN(c2ccccc2F)CC1	nt	-0.16	0.98
Cc1ccc(C(=O)/C=C/Nc2ccc(S(=O)(=O)Nc3onc(C)c3C)cc2)cc1	0	0.38	0.18
COc1ccc2nc(Cl)c(/C=N/Nc3ccccn3)cc2c1	-8	nt	nt
CCN1CCN(C(=O)/C=C/c2ccc(C)o2)CC1	nt	1.1	0.68
COc1ccc2nc(NC(=O)C3CCN(S(=O)(=O)c4cccc5nsnc45)CC3)sc2c1	-67	-1.4	-0.85
Cc1cc(C)c2cc(CN(CCO)C(c3nnnn3Cc3ccc(F)cc3)C(C)C)c(=O)[nH]c2c1 (stereo unspecified)	-12	0.69	1.2
Cc1onc(-c2ccccc2)c1C(=O)NNC(=S)NC(=O)/C=C/c1ccccc1	52	0.45	-0.4
Cc1ccc(-n2c(-c3ccco3)nc3c(cnn3-c3ccc(C)cc3)c2=O)cc1	nt	-1.5	-1
CCCCC(=O)Nc1ccc2c3c(cccc13)C(=O)N2CC	-36	0.2	-0.5
COc1ccc2c(c1OC)C(=O)N1N=C(c3ccc(Cl)cc3)CC21 (stereo unspecified)	nt	-0.37	-0.3
O=C(COc1ccc(C(=O)NCCc2ccccc2)cc1)Nc1ccccc1	-31	0.93	0.89
COc1ccc(NC(=O)/C=C/c2ccccc2)c([N+](=O)[O-])c1	9	0.17	0.41
CC(C)N(Cc1ccccc1)C(=O)CSc1nccn1C	-42	nt	nt
O=C(NC1=NCCS1)c1cccc(OC(F)F)c1	45	nt	nt
Cc1cccc(NC(=O)c2oc(=O)c3ccccc3c2-c2ccccc2)c1C	-38	-0.72	0.03
CC(=O)c1cccc(Nc2nc(=O)c3cccnc3s2)c1	-20	-0.17	-0.55

Further results follow:
SMILES	INS promoter inh	SDO1 yeast rescue	SDO1 yeast rescue Rescue 24 h
COc1ccccc1C(=O)Nc1ccc(CN2CCCCC2)cc1	5	1.4	0.95
O=C(Nc1ccc(S(=O)(=O)N2CCN(Cc3ccccc3)CC2)cc1)c1cnccn1	19	0.18	-0.29
O=C(NCCCN1CCCC1)c1ccc(CS(=O)(=O)c2ccc(Br)cc2)o1	nt	1.8	1.8
CCC1(C)Cc2ccccc2C(Nc2c(C)n(C)n(-c3ccccc3)c2=O)=N1 (stereo unspecified)	-37	1.1	0.22
CS(=O)(=O)c1ccc(Cl)c(S(=O)(=O)NCc2ccccc2)c1	-36	0.46	-0.49
CCn1nc(NC(=O)c2ccco2)c2cc3ccccc3nc21	nt	-1.1	-1.3
